GPR35 arrestin U2OS – inhibition of zaprinast-stimulated GPR35 beta-arrestin translocation – imaging, U2OS, beta-arrestin-GFP, zaprinast agonist, primary screen (AID 2058); U2OS GPR35 beta-arrestin-GFP translocation imaging, zaprinast antagonism; higher % means a stronger effect; actives 0.052% (n = 290,000); inhibition, % at 10 µM; hits with a dose series show IC50 in µM;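 active means inhibition of at least 50% with at least 30 cells and total cytoplasm GFP at most 10,000,000; inconclusive means under 30 cells or total GFP of 10,000,000 plus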
GPR55 LPI antagonism – inhibition of LPI-stimulated GPR55 beta-arrestin translocation – imaging, U2OS, beta-arrestin-GFP, LPI agonist, primary screen (AID 2013); U2OS GPR55 beta-arrestin-GFP translocation imaging, LPI antagonism; higher % means a stronger effect; actives 0.13% (n = 290,000); one-dose inhibition, % at 10 µM; IC50 in µM for titrated hits;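 active means spots per cell inhibited over 60%, with over 100 cells counted and total cytoplasm intensity under 500,000; inconclusive means wells with under 100 cells, flagged as likely toxic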;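 further: U2OS cells stably carrying GPR55 and arrestin-GFP stimulated by 5 µM LPI near EC80; imaged beta-arrestin-GFP aggregate spots per cell after agonist stimulation; plate controls were LPI-stimulated DMSO wells for no effect and DMSO wells without LPI for full effect; some results filed as inactive read as strong as hits; confirmed hits need IC50 under 10 µM and bright autofluorescent wells are also inconclusive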
SV40 large T antigen – SV40 large T antigen inhibitors, biochemical (AID 1903). SV40 large T antigen ATPase/helicase inhibition assay; higher % means a stronger effect. inhibition, % at 20 µM; hits with a dose series show IC50 in µM. actives 0.39% (n = 310,000); in the data active means a potency from the dose series; inconclusive means inhibition mostly from about 32% at the one dose, without a potency; inactive means the rest, 99 in 100 with inhibition below about 32%; further: strong numbers were not always called active
NTR1 ag – NTR1-driven beta-arrestin-GFP spot formation – imaging, U2OS cells, high content, primary screen (AID 493036); P30989; agonist mode; activation, % at 20 µM; actives 0.17% (n = 330,000);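 active means activation at or above 40% of the spot to cytoplasm intensity ratio, with at least 20 cells analyzed; inconclusive means wells under 20 cells, flagged as cytotoxic or low count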;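 further: 0% = DMSO without peptide and 100% = 100 nM NTR1 peptide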
Target sequence (P30989 whole entry, looked up): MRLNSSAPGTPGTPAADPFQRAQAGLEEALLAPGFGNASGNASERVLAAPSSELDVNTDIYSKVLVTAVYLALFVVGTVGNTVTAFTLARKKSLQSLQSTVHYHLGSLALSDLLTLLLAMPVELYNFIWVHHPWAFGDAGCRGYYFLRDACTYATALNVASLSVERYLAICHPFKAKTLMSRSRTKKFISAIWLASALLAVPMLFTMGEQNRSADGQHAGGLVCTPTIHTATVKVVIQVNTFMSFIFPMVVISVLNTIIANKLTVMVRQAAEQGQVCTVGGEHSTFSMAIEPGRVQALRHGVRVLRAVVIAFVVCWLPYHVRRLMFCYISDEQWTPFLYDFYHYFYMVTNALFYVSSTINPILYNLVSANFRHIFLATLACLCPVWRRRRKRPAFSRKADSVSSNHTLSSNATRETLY
GPR55 activation – GPR55 agonists via beta-arrestin recruitment, primary screen, imaging, U2OS cells, beta-arrestin-GFP redistribution (AID 1961) | activation, % at 10 µM, or EC50 in µM where a hit was titrated | U2OS GPR55 beta-arrestin-GFP redistribution imaging; higher % means a stronger effect | actives 0.048% (n = 290,000);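 active means activation above 40% with more than 50 cells counted in the well; inconclusive means wells holding fewer than 50 cells, flagged as toxic or sparse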;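 further: U2OS osteosarcoma cells stably expressing GPR55 and beta-arrestin-GFP; plate controls were DMSO negative control for no effect and LPI positive control for full effect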
Hep lipid drop – hepatic lipid droplet formation modulation; AML12 mouse hepatocytes, oleate lipid droplets, BODIPY imaging; inhibition, % at 6.5 µM; actives 0.4% (n = 240,000);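 active means lipid droplet intensity inhibited by at least 50%, with more than 500 cells counted; inconclusive means wells with under 300 cells, treated as cytotoxic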
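Material – AML12 mouse liver cells · Also added – oleate loading, 100 µM · Compound dosing – 6.5 µM single-point dosing · Times – overnight treatment with compound plus oleate · Measured by – fluorescence imaging, 20x objective, two fields per well · Read-out – percent inhibition of filter-corrected integrated lipid droplet intensity per well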
MgcRacGAP inhibition – MgcRacGAP GTPase-activating activity inhibitors, confirmation, biochemical, ADP Hunter fluorescence | MgcRacGAP-stimulated Rac1 GTP hydrolysis, ADP Hunter fluorescence; higher % means a stronger effect; GST-tagged Rac1 F28L mutant substrate | inhibition, % at 30 µM; hits with a dose series show IC50 in µM | actives 0.6% (n = 340,000);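 active means first-screen hits whose inhibition reached a set limit at any dose in the follow-up dose series; inconclusive means inhibition above the set first-screen limit but never retested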;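 further: fluorescence reports GDP produced by GAP-driven GTP hydrolysis; strong numbers were not always called active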
LYP phosphatase – inhibitors of LYP phosphatase, biochemical, fluorescence intensity, uHTS (AID 1779). recombinant LYP phosphatase, fluorescence intensity; higher % means a stronger effect. one-dose inhibition, % at 11.5 µM; IC50 in µM for titrated hits. actives 0.054% (n = 290,000); in the data active means inhibition above about 50%;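 further: plate controls were vehicle with enzyme for no effect and no enzyme for full effect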
T cell modulator – modulates CD8 T cell binding to vesicles; 2C CD8+ T cell-vesicle binding, flow cytometry; hits give low values; actives 0.068% (n = 330,000); calls only at 7 µM; AID 2052;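 active means response, share of CD8 T cells binding vesicles, and their 90th percentile fluorescence all below set limits, cut at about 80% in these data, passing the limit was not always enough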
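System: murine 2C transgenic CD8+ T lymphocytes; also added: QL9-loaded Drosophila micro-vesicles; times: binding 1.5 h at 37 °C; measured by: flow cytometry, PE anti-B7-1 (FL2) versus Alexa647 anti-CD8 (FL8), PFA-fixed; control set: Peptide-free naked vesicles (low) and QL9 vesicles with 0.7% DMSO vehicle (high)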
Hep lipid drop cells 6.5 µM – second read-out of Hep lipid drop, no call of its own (marks repeat the call); cell count; measured here: cell count, cytotoxicity flag;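 cells counted across two imaged fields per well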
T cell modulator vesicle-bound % – second read-out of T cell modulator, no call of its own (marks repeat the call); double positive events, %; measured here: CD8+ vesicle-bound cell fraction;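 binding gate set so that unloaded-vesicle control wells show 10% double positive cells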
NTR1 ag cell count 20 µM – also measured in NTR1 ag; calls as there; cell count; measured here: cell count, cytotoxicity flag
Active calls of the source: *; i = inactive; ? = inconclusive; . = not tested or not shown. This is a random part of the collection (roughly 1.8% active in at least one column).

Start of the data: the first 3 compounds as a preview:
SMILES	GPR35 arrestin U2OS	GPR55 LPI antagonism	SV40 large T antigen	NTR1 ag	NTR1 ag cell count 20 µM	GPR55 activation	Hep lipid drop	Hep lipid drop cells 6.5 µM	MgcRacGAP inhibition	LYP phosphatase	T cell modulator	T cell modulator vesicle-bound %
COCCNC(=O)CSc1nc(-c2ccccc2)cs1	-11%	13%	12%	2.3	71	0.6%	.	.	0%	-1%	i	46
CCOC(=O)/C(C(N)=NCCCO)=C(/O)c1ccccc1	-3%	10%	-2%	2.1	56	-0.1%	.	.	1%	-8%	i	25
Cc1ccc(C(c2nnnn2C2CCCC2)N2CCc3ccccc32)cc1 (centres undefined)	13%	14%	16%	2.3	59	1.0%	0	588	-3%	-6%	i	48

Main list, from the first entry:
SMILES	GPR35 arrestin U2OS	GPR55 LPI antagonism	SV40 large T antigen	NTR1 ag	NTR1 ag cell count 20 µM	GPR55 activation	Hep lipid drop	Hep lipid drop cells 6.5 µM	MgcRacGAP inhibition	LYP phosphatase	T cell modulator	T cell modulator vesicle-bound %
COCCNC(=O)CSc1nc(-c2ccccc2)cs1	-11%	13%	12%	2.3	71	0.6%	.	.	0%	-1%	i	46
CCOC(=O)/C(C(N)=NCCCO)=C(/O)c1ccccc1	-3%	10%	-2%	2.1	56	-0.1%	.	.	1%	-8%	i	25
Cc1ccc(C(c2nnnn2C2CCCC2)N2CCc3ccccc32)cc1 (centres undefined)	13%	14%	16%	2.3	59	1.0%	0	588	-3%	-6%	i	48
Cc1[nH]nc2c1C1(CCN(C(=O)c3ccccc3)CC1)C(C#N)=C(N)O2	2%	8%	33%	-1.6	96	-0.2%	-2	637	6%	2%	i	56
COc1ccccc1-n1c(C)cc(/C=C2/C(=N)N3C(=NC2=O)SN=C3S(C)(=O)=O)c1C	-1%	0%	8%	0.9	91	-0.4%	3	717	8%	7%	i	56
COc1ccc(NC(=O)c2ccccc2NC(=O)c2ccco2)cc1	-14%	3%	16%	2.0	49	-0.1%	-2	819	-4%	-3%	i	31
CCSCc1nnc(SCC(=O)Nc2cc(F)ccc2C)n1C	-2%	2%	7%	0.9	55	0.8%	17	693	-2%	-10%	i	63
COCCN1C(=O)/C(=C/c2ccc(N3CCCC3)cc2C)SC1=S	?	?	6%	-3.3	96	13%	105*	687*	15%	5%	i	55
CC(C)OCCCn1c(SCC(=O)N2CCc3ccccc32)nc2ccccc2c1=O	-2%	9%	12%	6.8	80	1.4%	-19	640	7%	-4%	i	16
CCOc1cc(/C=N/Nc2cc(C)nc3ccc(C)cc23)ccc1O	-2%	2%	14%	2.5	70	-0.1%	8	834	11%	-10%	i	57
CCCCn1c(SCC(=O)Nc2ccc3c(c2)OCO3)nc2c1c(=O)n(C)c(=O)n2C	7%	-2%	2%	3.6	88	-0.3%	.	.	9%	-6%	i	32
Cc1cccc(OCC(=O)N2CCN(S(C)(=O)=O)CC2)c1	2%	9%	-3%	1.5	27	0.2%	-1	682	7%	-5%	i	22
CN1C(=O)C(O)(C2COC(C)(C)CC2=O)c2ccccc21 (centres undefined)	-2%	0%	7%	-0.7	64	-0.1%	.	.	11%	4%	i	38
CCOC(=O)N1CCN(C(=O)c2ccc3c(c2)N(Cc2cccc(Cl)c2)C(=O)c2ccccc2S3=O)CC1 (centres undefined)	10%	-1%	0%	2.6	62	21%	-32	711	4%	-7%	i	8
O=C(Nc1ccnn1C1CCN(CC(O)CO)CC1)C1CCCC1 (centres undefined)	10%	5%	11%	0.4	72	-0.1%	-8	689	7%	-7%	i	64
Nc1nnc(SCC(=O)NN2C(=O)NC3(CCCCC3)C2=O)s1	-2%	-7%	-2%	0.9	46	0.2%	4	650	1%	-8%	i	16
CCCCNC(=O)C1CC(=O)N(CCc2ccccc2)C1 (centres undefined)	4%	7%	8%	-1.3	44	-0.3%	11	704	4%	-1%	i	7
C[n+]1ccc(C(=O)Nc2ccccc2Cl)cc1	12%	13%	21%	-1.0	51	-0.1%	.	.	12%	-9%	i	62
Cn1c(SCC(=O)N2CCN(c3ccccc3)CC2)nnc1-c1ccccc1	3%	-19%	1%	1.0	53	-0.4%	.	.	7%	-8%	i	45
CNc1ccc(C(=O)c2ccccc2C(=O)O)cc1[N+](=O)[O-]	-7%	-9%	-1%	0.0	46	-0.6%	2	640	3%	0%	i	25
Cc1ccccc1C(=O)Nc1ccc2c(C#N)c3nc4ccccc4nc3n2c1	-4%	7%	13%	-0.4	66	0.0%	6	690	5%	5%	i	52
O=C(Nc1cnn(C23CC4CC(CC(C4)C2)C3)c1)c1cnn2c(C(F)(F)F)cc(-c3ccco3)nc12	-12%	44%	4%	11	45	0.0%	-7	720	-4%	5%	i	33
CCN(CC)S(=O)(=O)c1ccc(C(=O)OCCN2C(=O)c3cccc4c(N5CCOCC5)ccc(c34)C2=O)cc1	12%	19%	4%	-0.7	52	0.1%	4	661	6%	3%	i	16
COc1ccc2c(c1)OC[C@H]1[C@H]2N2C(=O)c3cc(OC)c(OC)cc3NC(=O)[C@@]2(C)[C@H]1c1ccccc1	.	.	10%	-1.3	93	.	.	.	10%	.	i	28
COc1ccc(NC(=O)C23CCC(C)(C(=O)O2)C3(C)C)cc1 (centres undefined)	6%	8%	5%	-0.1	49	0.0%	13	770	0%	-2%	.	.
Cc1nnc(SCC(=O)N2CCN(S(=O)(=O)c3ccccc3)CC2)n1Cc1ccccc1	-2%	-8%	2%	0.8	100	-0.3%	.	.	6%	-4%	i	37
CCn1cc(Cl)c(C(=O)Nc2nccs2)n1	-1%	-4%	.	0.5	57	0.4%	-9	809	1%	-6%	.	.
O=C(C(c1ccccc1)c1ccccc1)N1CCN(Cc2ccncc2)CC1	-6%	5%	-4%	2.2	43	0.1%	.	.	14%	-3%	i	31
Cc1cc2c(=O)n(NC(N)=O)c(C)nc2s1	0%	1%	-12%	-0.2	56	0.1%	.	.	4%	-7%	i	59
COC(=O)c1cccc(N(CC(=O)NC2CCCC2)C(=O)CCC(=O)Nc2cc(C)on2)c1	7%	1%	1%	-0.3	52	0.1%	11	801	1%	-5%	i	9
CCN(CC)CCSc1nc(O)c(C(C)C)c(=O)[nH]1	9%	-8%	14%	-1.3	95	-0.1%	-6	723	8%	-8%	i	31
CCOc1ccccc1CN1CCN(CC2CC2)CC1CCO (centres undefined)	3%	-5%	3%	0.7	60	-0.1%	5	805	4%	-7%	i	56
Cc1oc2cc(OCC(=O)O)ccc2c(=O)c1Oc1ccccc1	-19%	3%	3%	-0.7	45	0.3%	-7	794	4%	-8%	i	17
COc1cc(C2NC(=O)c3ccccc3O2)ccc1OC(C)C (centres undefined)	-6%	13%	29%	-1.3	35	-0.3%	17	778	6%	-3%	i	54
CN1C(=O)N(c2ccccc2)C(Nc2nncs2)C1(C)C (centres undefined)	4%	3%	23%	0.8	48	0.7%	.	.	-3%	-9%	i	43
O=C(COc1cccc2ccccc12)N/N=C/c1ccncc1	2%	3%	12%	-0.5	47	0.1%	0	713	2%	-5%	i	66
O=C(COc1ccc([N+](=O)[O-])cc1)Nc1ccccc1N1CCCC1	6%	8%	19%	-0.3	102	0.6%	2	731	4%	-6%	i	50
O=C(Nc1ccccc1-c1nc2ccccc2s1)c1cccnc1Cl	2%	-11%	14%	7.1	44	0.0%	.	.	8%	-4%	i	9
C/C(=N\NC(=O)CSc1nc(C)[nH]c1[N+](=O)[O-])c1ccc(F)cc1	-7%	-5%	8%	1.1	52	-0.2%	-1	720	12%	-8%	i	25
Cc1ccc(/C=N/n2nnnc2N)o1	-10%	-6%	24%	-3.1	95	-0.1%	-1	799	0%	-6%	i	39
CS(=O)(=O)c1ccc2c(c1)sc1nc(=O)c(/C=C3/C=CC(=O)C(O)=C3)c(N)n12	20%	12%	?	0.4	63	0.6%	-21	699	38µM*	1%	i	31
O=C(OCC#Cc1c(COC(=O)c2ccccc2)nnn1Cc1ccccc1)c1ccccc1	13%	10%	5%	2.2	92	-0.1%	-2	707	3%	-2%	i	23
CSc1nc2[nH]ncc2c(=O)n1-c1ccccc1	4%	-6%	0%	1.7	54	-0.2%	-12	608	6%	-2%	i	36
O=C(NN=C1CCCC1)c1ccccc1OCc1ccc(Cl)cc1	-12%	11%	-4%	2.3	80	0.3%	4	709	3%	-7%	i	37
CCOc1ccc(/C(O)=C2/C(=O)C(=O)N(CC3CCCO3)C2c2cccs2)cc1 (centres undefined)	24%	6%	12%	0.2	69	-0.2%	-1	690	9%	-4%	i	35
O=C(Nc1ccc(Cc2ccncc2)cc1)c1ccc(S(=O)(=O)N2CCCC2)cc1	-12%	-16%	7%	1.0	100	0.3%	-19	674	8%	-6%	.	.
c1ccc(C(c2ccccc2)c2noc(CN3CCC(c4ccncc4)CC3)n2)cc1	3%	-8%	19%	3.5	55	0.3%	-12	692	2%	-5%	i	53
COc1ccc(NC(=O)c2ccco2)c(NC(=O)Cc2cccs2)c1	-9%	2%	1%	-1.8	37	0.1%	-13	697	17%	-3%	i	28
Cn1c(=O)c2c(ncn2CC(COCc2ccccc2Cl)OCc2ccccc2Cl)n(C)c1=O (centres undefined)	-1%	-1%	5%	4.9	91	-0.2%	.	.	4%	-4%	i	46
CCN(CC)C(=O)C1CCCN(C(=O)c2cc(COc3cccc(OC)c3)on2)C1 (centres undefined)	-2%	4%	6%	-0.3	64	-0.2%	-47	597	9%	-6%	i	58
COc1ccc(/C=N/Nc2nc(N3CCCC3)nc(N3CCCC3)n2)cc1	0%	1%	-2%	.	.	0.2%	18	675	3%	2%	i	29

Screening data as filed in PubChem.
